# ABHD5 PLIN5 PPI – ABHD5-PLIN5 interaction inhibitors, primary screen, cell lysate, split luciferase complementation, luminescence; Perilipin-5 (Homo sapiens) + 1-acylglycerol-3-phosphate O-acyltransferase ABHD5 (Homo …; Split G. princeps luciferase complementation, 4 h; inhibition, % at 4 µM; 360,000 tested, 0.78% active;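 active = inhibition above the mean inhibition across every tested compound plus 3 SD, cut at about 22% in these data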;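 note: 0% = DMSO only wells and the 100% control is not disclosed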
# H9c2 protect – cardioprotection against H2O2-induced cell death, primary screen, uHTS, H9c2 cells, ATPLite luminescence; H9c2 cardiomyocytes, H2O2 injury protection, 2 h; protection from H2O2 cell death, % at 20 µM; 360,000 tested, 0.63% active;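 active = compounds giving at least 50% protection of heart cells from peroxide-induced death in the single-dose screen, raw or plate-pattern-corrected value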;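 note: 0% = DMSO wells with peroxide and 100% = DMSO wells without peroxide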
# aDG glyco act – activators of alpha-DG glycosylation, primary screen, uHTS, Pro5-aDG cells, AlphaScreen | alpha-DG glycosylation AlphaScreen (IIH6); 0% Pro5, 100% B10-LARGE cell signal | activation, % at 10 µM | 360,000 tested, 0.22% active | AID 624168, 2012;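 active = activation of at least 8% versus controls, or a plate z-score of at least 8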;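 note: Pro5 are CHO cells carrying HIG-tagged alpha-DG that lacks glycosylation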
# Granule exo inh – LAMP-1 surface exposure blockers, TALL-104 cells – cell-based, flow cytometry, MLPCN library, primary screen. TALL-104 LAMP-1 surface exposure; cells stimulated with thapsigargin and PMA. inhibition, % at 10 µM. 360,000 tested, 0.66% active. AID 651702, 2012;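 active = inhibition above about 55%, limit read from the data; inconclusive = no clear call, values can overlap the other calls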
# ABCB6 inh 2 – ABCB6 transporter inhibitors, primary screen, K562-ABCB6 cells, flow cytometry, MLPCN library | ATP-binding cassette sub-family B member 6 (Homo sapiens), Q9NP58 | fluorescence ratio to DMSO, % at 10 µM | 360,000 tested, 0.19% active | K562-ABCB6 porphyrin accumulation, 1 h; hits give low values;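 active = fluorescence ratio to DMSO below 75%, the collection mean minus 3 SD; inconclusive = too few cells collected in the well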;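 note: signal is porphyrin accumulated inside mitochondria; 100% equals median channel fluorescence of DMSO control wells; lower ratio means ABCB6 inhibition with less porphyrin fluorescence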
# Target sequence (Q9NP58 whole entry, looked up): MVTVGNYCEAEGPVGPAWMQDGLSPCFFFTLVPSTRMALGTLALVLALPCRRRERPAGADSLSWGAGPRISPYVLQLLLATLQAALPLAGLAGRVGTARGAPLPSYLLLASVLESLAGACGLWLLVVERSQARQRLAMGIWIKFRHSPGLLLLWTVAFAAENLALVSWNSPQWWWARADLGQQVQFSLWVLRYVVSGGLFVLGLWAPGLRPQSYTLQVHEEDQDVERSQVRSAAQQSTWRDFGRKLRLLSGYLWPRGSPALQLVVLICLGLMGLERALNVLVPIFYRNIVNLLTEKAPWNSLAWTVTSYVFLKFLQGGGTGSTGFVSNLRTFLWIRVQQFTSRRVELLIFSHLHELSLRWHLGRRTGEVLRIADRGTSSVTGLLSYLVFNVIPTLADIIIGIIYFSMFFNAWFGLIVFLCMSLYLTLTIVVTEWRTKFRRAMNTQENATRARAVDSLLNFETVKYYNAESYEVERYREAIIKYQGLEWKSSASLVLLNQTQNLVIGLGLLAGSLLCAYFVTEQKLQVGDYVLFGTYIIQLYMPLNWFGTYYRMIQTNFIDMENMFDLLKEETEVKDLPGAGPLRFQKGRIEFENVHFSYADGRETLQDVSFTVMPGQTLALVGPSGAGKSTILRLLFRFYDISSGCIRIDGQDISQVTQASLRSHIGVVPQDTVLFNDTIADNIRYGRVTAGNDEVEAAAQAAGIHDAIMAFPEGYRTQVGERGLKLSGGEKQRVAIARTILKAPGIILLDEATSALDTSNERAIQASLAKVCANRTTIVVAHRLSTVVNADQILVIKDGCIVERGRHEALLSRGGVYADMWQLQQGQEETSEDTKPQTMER
# m5-HT2A agonist – mouse Htr2a agonists via beta-arrestin recruitment, primary screen, cell-based, luminescence | 5-hydroxytryptamine receptor 2A (Mus musculus), P35363 | CHO-K1 mHTR2A beta-arrestin complementation; percent of 30 µM serotonin response | 360,000 tested, 0.66% active | activation, % at 7.6 µM;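 active = activation above a run cutoff, the mean activation of all tested compounds plus 3 SD, cut at about 14% in these data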;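 note: 0% = plate median of compound wells and 100% = 30 µM serotonin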
# Glyco luc inh – increase of ERlucT glycosylation luciferase signal, primary screen, N-linked glycosylation inhibitor project, D54 ERlucT cells, luminescence, set 2. reporter increase, % at 12.5 µM. D54 ERlucT glycosylation luciferase reporter, 24 h; percent of 100 nM tunicamycin response. 360,000 tested, 0.23% active. AID 588692, 2011;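 active = mean luciferase reporter signal, scaled so untreated is 0 and the glycosylation-blocking control 100, at or above a set limit in every replicate; inconclusive = mean reaches the limit but not every replicate does; inactive = mean below the limit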;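 note: luciferase carries N-glycosylation sites so blocking glycosylation raises the light; 0% = median of neutral control wells and 100% = median of 100 nM tunicamycin wells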
# MC4R ag barr – MC4R agonists recruiting beta-arrestin, primary screen, cell-based, luminescence, agonist arm of biased-ligand search; activation, % at 8.9 µM; AID 540308, 2011; U2OS MC4R beta-arrestin complementation; percent of melanotan II response, DMSO zero; Melanocortin receptor 4 (Homo sapiens), P32245; 360,000 tested, 0.98% active;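 active = activation above a per-plate cutoff, the mean activation of sample wells on that plate plus 3 SD, cut at about 8% in these data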
# MC4R antag cAMP – MC4R antagonists of cAMP signaling, primary screen, cell-based, TR-FRET, antagonist arm of biased-ligand search; MC4R-expressing cells, MTII-stimulated cAMP, LANCE TR-FRET; inhibition, % at 6.5 µM; 360,000 tested, 0.48% active;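 active = inhibition above its plate's cutoff, the mean of tested wells on that plate plus 3 SD, cut at about 29% in these data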;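 note: 0% = Melanotan II alone and 100% = Melanotan II plus saturating MCL0020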
#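 Assay system: human MC4R-expressing U2OS cells; reagent: Melanotan II stimulation of cells; dosing: 6.5 µM single dose; timing: compound 30 min, challenge 1 h, detection 1 h; signal: TR-FRET cAMP assay; replicates: one well per compound, no replicates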
# hiPSC survival – enhancers of single-cell hiPSC survival, primary screen, ATPlite luminescence | 100% = ROCK inhibitor wells, 0% = DMSO | 360,000 tested, 0.044% active | AID 602274, 2012 | survival enhancement, % at 20 µM; in the data active = survival enhancement above about 18%;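 note: cells exposed to compounds for 16 hours before the ATP read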
# * = called active by the depositor; ? = inconclusive.
SMILES,ABHD5 PLIN5 PPI,H9c2 protect,aDG glyco act,Granule exo inh,ABCB6 inh 2,m5-HT2A agonist,Glyco luc inh,MC4R ag barr,MC4R antag cAMP,hiPSC survival
COc1cc(/C=C/C(=O)OCC(=O)c2ccc(OC(F)F)cc2)ccc1O,-3,2,0.6,67*,96,4,4,-2.1,2,1.4
COc1ccc(C2=NN(C(=O)CSc3nc(=O)n4cc(C)ccc4n3)C(c3ccc(C)cc3)C2)cc1 (stereo not drawn),2,-1,0.0,16,89,8,7,-3.0,-13,-0.1
COc1cccc(C(=O)Nc2ccc(NC(=O)c3ccco3)cn2)c1,1,-2,0.0,2,100,4,-7,0.6,4,-1.7
CCOC(=O)N1CCC(NC(=O)c2ccc(CS(=O)c3cccc(C)c3)o2)CC1 (stereo not drawn),5,0,-0.1,0,102,-2,1,-0.6,7,0.8
O=C(CCc1nnc(C2(c3ccc(Cl)cc3)CCC2)o1)NCCCn1cccn1,7,-5,0.2,3,98,6,2,4.5,3,0.3
COCCCN1C(=O)C(O)=C(C(=O)c2ccc(C)o2)C1c1cccc(Br)c1 (stereo not drawn),2,-2,-0.1,7,97,0,2,-0.8,13,-0.2
CC1(C(=O)Nc2cccc(C#N)c2)CCN1C(=O)Cc1ccc(-c2ccccc2)cc1 (stereo not drawn),8,-15,3.3,15,101,4,-4,-1.6,10,-0.5
O=C(CSc1nnc2ccc(-c3ccccn3)nn12)Nc1ccc(F)cc1,-2,5,0.1,-2,95,-4,1,-1.2,-2,11
COc1ccc(N(C(=O)Cn2nnc(-c3ccc(Cl)cc3)n2)C(C(=O)NCC2CCCO2)c2ccncc2)cc1 (stereo not drawn),2,0,0.4,-4,96,7,-3,-0.6,6,-1.7
Cc1ccc(C(=O)NC2CCCCC2)cc1,2,-5,0.1,9,96,0,-2,1.2,4,-2.9
COc1ccc(NC(=O)Nc2cc(C)ccc2OC)cc1,10,-12,0.8,-2,97,0,0,1.0,-1,-2.3
CC(C)[C@H](NC(=O)N1c2ccccc2NC(=O)[C@@H]1C(C)C)C(=O)N[C@H](C(=O)O)c1ccccc1,-5,-2,1.6,6,94,0,1,-1.1,5,-1.6
COc1ccc(N=Nc2cc(C)c(O)c(CN3CCCCC3)c2)cc1,4,3,-0.4,15,101,-5,0,3.9,-3,-0.1
CC(C)(C)c1ccc(-c2nnc(N)o2)cc1,0,-6,-0.1,-7,96,-5,-1,-0.7,9,-0.7
O=C(NC1CCCCC1)N1CCc2[nH]c3ccccc3c2C1,-7,1,-0.1,0,92,-1,1,0.6,1,4.1
CN(CC(=O)Nc1ccc(N2CCOCC2)cc1)C(=O)c1cc(S(=O)(=O)N(C)C)ccc1Cl,2,-2,-0.2,-6,100,9,0,-0.5,1,-0.2
CC(C)CCOP(=O)(c1ccccc1)c1ccccc1,-1,13,-0.2,-1,94,2,0,-0.3,0,-0.1
O=C(c1ccco1)N1CCN(C2CCCC2)CC1,3,9,0.0,-1,91,-3,-1,-1.5,6,2.3
N#CC1(Nc2cccc(Br)c2)C(=O)Nc2ccccc21 (stereo not drawn),-14,-6,0.5,5,101,-2,1,-2.0,13,-0.2
O=C(Nc1ccccc1Cl)c1ccc(S(=O)(=O)N2CCOCC2)cc1,1,-7,2.5,15,96,-1,0,1.7,1,0.8
O=S(=O)(c1ccc(Cl)cc1Cl)n1ccc2cccnc21,-2,2,0.2,0,101,-2,-5,1.7,0,-0.4
O=C1NC(=O)/C(=C\c2ccc(Sc3ccc(Cl)cc3)o2)N1,-1,-4,0.0,4,97,-5,-2,2.1,1,1.6
CCOc1ccc(-c2cc(C(=O)NCc3ccccc3)[nH]n2)c(C)c1,-4,-10,0.5,0,94,-2,-2,0.1,4,-3.1
O=C(CCc1nnc(CCCCc2ccccc2)o1)NC1CCCC1,3,2,0.4,1,101,-2,1,-2.9,3,-0.8
COc1ccc(C)cc1-n1c(C)cc(C=O)c1C,5,1,-0.1,3,111,-5,1,-1.7,-3,0.7
CCCCOC(=O)Sc1nc2ccccc2o1,-4,-14,-0.5,2,96,2,-1,0.1,1,0.5
COc1ccc(-c2noc(CN(C)C(=O)c3ccc4c(c3)OCO4)n2)cc1,0,-7,0.0,-8,169,-2,-3,0.8,-3,1.4
CN(C)C(CNc1ccc(S(C)(=O)=O)cc1[N+](=O)[O-])c1ccccc1 (stereo not drawn),2,6,-0.2,-10,102,-7,-1,1.0,6,-0.7
COc1cc(C(=O)Oc2ccccc2N)cc(OC)c1OC,1,-5,-0.1,-2,98,-3,3,-0.1,1,2.3
Clc1ccc(Oc2nc3c(Cl)cccc3s2)cc1Cl,3,-6,0.0,-22,95,1,-2,-1.2,5,-0.1
CCN(CC)S(=O)(=O)c1cc(C(=O)Nc2cc(S(=O)(=O)N3CCOCC3)ccc2N2CCN(C)CC2)ccc1C,1,1,0.0,11,100,-5,-4,-1.8,9,-0.3
Cc1ccccc1OCc1nnc(SCc2cc(=O)[nH]c3ccccc23)n1-c1ccccc1,14,4,0.5,2,104,-1,-5,0.0,11,-0.8
COCC(C)n1c(C)cc(C(=O)COC(=O)c2c(C)nn(-c3ccccc3)c2C)c1C (stereo not drawn),7,-14,0.4,2,99,-1,-3,-1.8,12,-1.5
CCc1nc2ccc(C(=O)NC3CCC(C)CC3)cc2nc1CC (stereo not drawn),1,8,0.8,-2,99,-2,13,-0.3,1,-0.4
Cc1ccccc1N1CCN(C(=S)c2ccccc2)CC1,-9,-17,-0.3,2,99,-4,-1,1.0,-4,2.3
CN1CCN(c2ccc(-c3cccc4nccn34)cn2)CC1,-6,6,0.1,-8,91,0,6,0.3,-15,5.6
Cc1ccc(OCc2cc(C(=O)N(CCO)Cc3cccs3)no2)cc1C,4,-5,0.2,1,98,-7,-1,-4.5,8,-0.2
c1ccc(COc2ccccc2CNc2nn[nH]n2)cc1,-3,3,0.1,-2,97,-4,1,0.3,5,0.2
COc1ccc(NC(=O)CN2CCc3ccccc3C2)cc1OC,-8,0,0.1,0,98,1,2,-1.5,9,-0.5
CCc1cc(C(c2ccc(OC)c(OC)c2)N2CCOCC2)c(NC(=O)c2ccccc2)s1 (stereo not drawn),33*,6,0.5,-2,101,2,4,0.1,2,-0.1
CC(/C=C/c1ccccc1)=N\NC(=O)CNC(=O)c1ccccc1Cl,-8,6,0.2,2,103,4,2,1.3,6,-1.3
OC(c1ccc(F)cc1)c1nc(-c2cccc(F)c2)cs1 (stereo not drawn),-10,-2,0.3,-2,95,-1,0,0.3,2,-0.1
O=C(NCC1CCN(S(=O)(=O)c2ccccc2)CC1)Nc1ccc(F)cc1,-1,2,0.1,-5,98,-3,-1,0.4,17,-0.6
O=C(CSc1nc2ccccc2c(=O)n1-c1ccc(F)cc1)Nc1ccc(Cl)c(S(=O)(=O)N2CCOCC2)c1,2,10,0.0,7,98,5,3,0.1,15,0.7
Cc1[nH]n(-c2ccccc2)c(=O)c1C(c1cccc([N+](=O)[O-])c1)c1c(C)[nH]n(-c2ccccc2)c1=O,-16,-15,0.0,2,110,5,2,-1.1,15,2.1

# Some values from the results shown.
# Entry of CCN(CC)S(=O)(=O)c1cc(C(=O)Nc2cc(S(=O)(=O)N3CCOCC3)ccc2N2CCN(C)CC2)ccc1C under hiPSC survival: -0.3
# Entry of CCc1nc2ccc(C(=O)NC3CCC(C)CC3)cc2nc1CC (stereo not drawn) under hiPSC survival: -0.4

# (next part)
SMILES,ABHD5 PLIN5 PPI,H9c2 protect,aDG glyco act,Granule exo inh,ABCB6 inh 2,m5-HT2A agonist,Glyco luc inh,MC4R ag barr,MC4R antag cAMP,hiPSC survival
COc1ccccc1NC(=S)NN1CCN(C)CC1,-1,7,-0.2,-2,96,1,2,-2.8,15,0.1
O=C(Nc1c(Cl)cc(Cl)cc1-c1nc2ccccc2s1)c1ccc(Br)o1,3,-11,0.3,2,110,-6,-3,0.6,5,-2.2
Cc1nn(C)c(C)c1S(=O)(=O)N1CCCC(C(=O)N2CCN(c3ccccc3)CC2)C1 (stereo not drawn),5,-2,0.1,1,100,-4,0,0.2,20,3.7
Cn1c(=O)cc(OCCCC(=O)Nc2cccc(Cl)c2)c2ccccc21,1,10,-0.3,-5,98,-2,23,0.4,-3,21*
COc1ccccc1OCCCCN1CCN(c2ccccc2OC)CC1,4,1,0.4,0,97,-9,1,-0.6,-1,4.4
Cc1cccc(C)c1NC(=O)C1CCCN1S(=O)(=O)c1ccc(-c2ccc(=O)[nH]n2)s1 (stereo not drawn),3,6,0.0,-4,99,-3,-1,1.2,22,-0.1
O=C(COC(=O)/C=C/c1ccccc1)NC1CCCCCC1,6,-3,0.0,-8,97,1,-1,-3.2,-9,0.0
COc1cc(NS(=O)(=O)c2ccccc2)ccc1-n1nc(C)cc1C,-3,-3,0.0,0,98,-1,-2,-1.0,10,-2.3
Cc1sc(NC(=S)NC(=O)c2ccco2)c(C(N)=O)c1C,-1,-10,0.0,17,105,-3,2,-0.9,12,-1.0
O=C(c1ccccc1)c1ccc(OCC(O)CN2CCN(S(=O)(=O)N3CCCCC3)CC2)cc1 (stereo not drawn),1,-12,1.6,2,83,-2,-2,1.5,0,-3.2
CN(CC(=O)Nc1ccc(OC(F)(F)F)cc1)C(=O)Cc1ccc2c(c1)CCC2,-6,-15,0.2,-3,97,0,0,3.9,4,-2.9
CCOC(=O)CSCC(=O)Nc1nnc(-c2cccc([N+](=O)[O-])c2)s1,-6,0,0.1,-1,?,-3,4,-0.9,10,-1.9
CCCCn1c(N)c(N(CCOC)C(=O)c2cccc(N3C(=O)c4ccccc4C3=O)c2)c(=O)[nH]c1=O,7,-1,-0.1,0,96,5,-1,-3.8,3,0.4
Cc1cc(C)cc(NC(=O)NC2CCCCCCC2)c1,-3,-5,0.1,-3,97,1,1,-1.5,6,-0.1
C/C(=N\NC(=O)c1ccc(CSc2nncn2C)cc1)c1ccc(Cl)cc1,3,3,0.3,-4,108,-3,3,-1.2,9,0.7
COc1cccc(-c2cc(NC=O)c3ncc(-c4cccc(C(=O)NCCN(C)C)c4)n3c2)c1,10,-21,1.3,3,104,-1,-8,1.3,-13,-5.0
CC1=NN(c2ccccc2)C(=O)/C1=C\c1sccc1C,-11,-10,0.0,-13,97,-6,1,-1.5,0,-0.4
CCC1CCCCN1C(=S)NC(=O)c1ccco1 (stereo not drawn),-4,3,0.1,-6,97,-2,3,-0.8,4,-3.0

# Source: PubChem (several laboratories)
